High-throughput results (PubChem)
NCI-60 one-dose screen, 48 h, at 10 µM unless noted. Numbers give growth in % (100 = growth as untreated, 0 = no growth, -100 = all killed).
M14 – M14 melanoma; hit rate 6.2% among 80,000; AID 1794745
RPMI-8226 – RPMI-8226 leukemia cells; hit rate 7.5% among 77,000
HOP-92 – HOP-92 NSCLC cells; hit rate 6.3% among 71,000; AID 1794738
CCRF-CEM – CCRF-CEM leukemia | hit rate 7% among 77,000 | AID 1794778
EKVX – EKVX NSCLC; hit rate 3% among 71,000
HOP-62 – HOP-62 NSCLC | hit rate 3.9% among 80,000 | AID 1794735
A549/ATCC – A549/ATCC NSCLC; AID 1794740; hit rate 3.7% among 81,000
MOLT-4 – MOLT-4 leukemia cells. hit rate 6.9% among 80,000. AID 1794779
* marks the source's active call; other numbers are inactive results; nt = not tested or not shown; & = joins results of further samples. The calls were made as follows: active = growth percent below 10; inactive = the rest.

mol,HOP-62,M14,HOP-92,RPMI-8226,EKVX,A549/ATCC,MOLT-4,CCRF-CEM
O=C1CSC(c2ccccc2O)N1c1nnc(Cn2ccnc2)o1 (centres undefined),67.2,59.8,69.1,36.1,81.5,66.5,48.6,34.0
O=S(=O)(NCCNc1nccc(-c2c(-c3ccccc3)nc3sccn23)n1)c1ccc(F)cc1,107.4,55.9,49.3,48.1,nt,45.9,52.9,53.3
NC(=O)c1c(NC(=O)c2cccc(OC(F)(F)F)c2)sc2c1CCC(=O)C2,102.3,37.6,71.6,6.6*,68.7,74.7,44.4,8.5*
O=C(/C=C/c1cn(-c2ccccc2)nc1-c1ccc([N+](=O)[O-])cc1)c1ccc(Cl)cc1,24.5,37.8,58.5,38.3,60.7,61.8,38.0,38.0
COC(=O)[C@]12CCC(C)(C)C[C@H]1C1=CC[C@@H]3[C@@]4(C)C=C(N5CCOCC5)C(=O)C(C)(C)[C@@H]4CC[C@@]3(C)[C@]1(C)CC2,107.6,103.4,113.3,72.3,119.8,98.2,80.6,91.7
CC(C)(C)Nc1c(-c2cccs2)nc2ccccn12,100.0,107.6,89.6,92.9,100.5,103.3,97.4,95.3
NC(=O)C(CO)c1ccccc1 (centres undefined),99.8,92.6,84.3,110.3,91.5,95.3,111.6,102.4
O=C(CCl)NCCCN1CCN(CCCNC(=O)CCl)CC1,108.9,112.1,101.3,93.4,90.6,107.0,91.6,nt
Cc1c2c(c(C)c3c1oc1ccc(O)cc13)C(=O)N(CCN1CCOCC1)C2=O,80.8,102.6,108.1,97.7,110.5,94.9,88.7,95.6
Nc1nc(N)c(-c2ccc(Cl)c(Cl)c2)c(C=O)n1,120.0,67.8,89.6,95.6,nt,34.9,97.7,90.6
CC(=O)Oc1ccc(-c2ccccc2)cc1,92.5,108.3,110.7,107.0,102.3,97.5,107.8,105.2
OCCCCCc1ccccc1,100.1,113.8,nt,97.3,86.2,106.2,111.5,100.4
O=C1C=C(Nc2cccc(Br)c2)c2ccccc2C1=O,41.9,14.4,39.1,63.1,nt,16.7,81.0,81.4
C=C1C(=O)O[C@H]2[C@H]1CC/C(COC(=O)CCSSCCC(=O)OC/C1=C/CC[C@@]3(C)O[C@H]3[C@H]3OC(=O)C(=C)[C@@H]3CC1)=C\CC[C@@]1(C)O[C@@H]21,72.3,-10.1*,-57.7*,-23.5*,12.6,60.8,-26.8*,-23.6*
OC(COc1ccccc1Cl)CN1CCN(c2ccccc2)CC1 (centres undefined),124.9,95.7,76.2,94.6,117.5,104.7,99.4,92.7
COc1ccc(Cn2nc(-c3ccccc3)c3c2CCc2cnoc2-3)cc1,83.5,89.2,61.1,nt,65.9,69.4,52.7,67.8
O=C(CCCC(=O)Nc1ccc(-n2nnc3cc(Cl)c(Cl)cc32)cc1)Nc1ccc(-n2nnc3cc(Cl)c(Cl)cc32)cc1,28.0,68.0,77.6,81.1,64.4,34.0,91.1,77.6
N#CCCOc1ccccc1,95.3,97.9,84.6,102.6,nt,96.7,90.4,95.7
COc1ccc(C(=O)/C=C/c2ccc(Cl)c(Cl)c2)cc1S(N)(=O)=O,-47.1*,-70.9*,31.2,-6.8*,24.1,11.2,nt,12.4
CN(C)c1ccc(C(=C2C=CC(=[N+](C)C)C=C2)c2cc(S(=O)(=O)O)cc3cc(S(=O)(=O)O)ccc23)cc1,88.5&98.2,98.7&105.6,109.8&96.7,103.5&94.9,109.1&106.9,105.4&115.8,90.6&95.5,99.2&91.9
O=C(Nc1ccccc1)Oc1c(Cl)cc(Cl)c(Cl)c1Cl,85.9,86.0,83.6,107.2,97.5,79.5,98.5,89.9
CC1(c2ccc(Cl)cc2)OC(=O)CC(=O)O1,102.1,100.7,103.1,102.0,98.4,99.1,100.3,100.2
Nc1ccc(N=Nc2ccc(N)cc2)cc1,91.5,103.0,97.2,nt,90.3,85.4,71.3,44.2
O=C(OCC1OC(n2cnc3c(Cl)ncnc32)C(OC(=O)c2ccccc2)C1OC(=O)c1ccccc1)c1ccccc1 (centres undefined),105.7,99.4,110.2,83.0,102.6,99.0,77.1,67.1
CC1CC(=O)Oc2cc(O)c(O)cc21 (centres undefined),105.2,89.2,104.0,96.1,84.3,105.8,84.5,70.7
CC(=O)N1CCCCC1,108.9,94.8,nt,104.2,nt,105.5,107.7,100.8
COc1ccc(-c2c(C#N)cnc(N)c2-c2nc3cc(C)c(C)cc3[nH]2)cc1,57.0,51.2,68.0,81.3,63.0,27.2,103.6,90.5
C(=C(\C1=NCCN1)n1ccc2ccccc21)/c1cccc2ccccc12,67.0,70.2,41.4,52.5,75.4,94.6,65.5,67.0
CCOc1ccc(-c2nonc2NC(=O)c2cccc(C)c2)cc1OCC,96.9,71.3,-8.7*,9.1*,nt,65.4,4.2*,23.1
C[C@]12CC[C@@H]3c4ccc(OS(=O)(=O)O)cc4CC[C@H]3[C@@H]1CC[C@@H]2NS(=O)(=O)c1ccc(-c2ccccc2)cc1,nt,62.8,nt,32.4,nt,36.3,31.4,nt
CC(=O)Nc1ccc(C(F)(F)F)cc1,79.6,101.7,110.3,105.8,100.3,80.7,84.8,102.3
CCOC(=O)c1c2c(n(-c3ccc(Br)cc3)c1-c1ccccc1)C=CCC2,100.0,101.0,85.1,91.9,94.8,94.4,69.4,99.2
CN1[C@@H]2CC[C@H]1/C(=C\c1ccccc1)C1=C2[C@@H](c2ccccc2)C(C#N)=C(N)O1,90.6,75.6,78.7,55.5,98.4,48.3,67.4,70.6
O=C(O)c1ccc(Cl)cc1O,99.1,104.0,88.6,101.6,105.2,89.9,112.3,96.6
CCOC(=O)c1sc(-c2ccc(OS(=O)(=O)c3ccccc3)c(C=O)c2)nc1C,87.3,nt,56.5,nt,88.2,95.8,39.3,30.7
O=C1CCCCC1Nc1ccc(Cl)cc1 (centres undefined),104.7,95.4,nt,98.2,114.5,103.6,96.8,89.6

The closing four entries of the part above come first, to join the parts.
mol,HOP-62,M14,HOP-92,RPMI-8226,EKVX,A549/ATCC,MOLT-4,CCRF-CEM
CN1[C@@H]2CC[C@H]1/C(=C\c1ccccc1)C1=C2[C@@H](c2ccccc2)C(C#N)=C(N)O1,90.6,75.6,78.7,55.5,98.4,48.3,67.4,70.6
O=C(O)c1ccc(Cl)cc1O,99.1,104.0,88.6,101.6,105.2,89.9,112.3,96.6
CCOC(=O)c1sc(-c2ccc(OS(=O)(=O)c3ccccc3)c(C=O)c2)nc1C,87.3,nt,56.5,nt,88.2,95.8,39.3,30.7
O=C1CCCCC1Nc1ccc(Cl)cc1 (centres undefined),104.7,95.4,nt,98.2,114.5,103.6,96.8,89.6
O=C1c2cccc3c(-c4ccc5ncn(C6CCCCC6)c5c4)ccc(c23)C(=O)N1Cc1ccccc1,70.7,92.9,nt,54.9,65.8,60.0,51.2,79.7
CCOC(=O)c1sc2nc(-c3ccc(O)cc3)nc(N3CCOCC3)c2c1C,90.6,63.1,50.1,46.8,57.7,47.4,36.8,46.7
CCOC(=O)c1c2c(n(-c3ccc(OC)cc3)c1-c1ccccc1)C=CCC2,88.2,100.9,82.0,89.5,88.1,96.6,71.9,90.2
Cc1ccc(NC(=O)/C=C/c2ccccc2)cc1,104.0,97.3,113.5,82.0,87.1,98.4,88.0,87.7
COc1cc(/C=C/C(=O)O)ccc1OCc1cn(-c2cccc([N+](=O)[O-])c2)nn1,98.0,106.9,90.3,103.7,100.1,101.0,99.2,103.4
COc1ccc(/C=C/C(=O)c2ccc(NC(=O)CSc3nnc(-c4ccc(OC)c(OC)c4)o3)cc2)cc1,104.8,88.2,105.2,76.0,97.2,102.1,75.6,99.7
COC(=O)/C=C1/SC(=Nc2cccc(OC)c2)N(CCc2c[nH]c3ccc(O)cc23)C1=O,69.8,51.3,50.4,16.2,66.9,87.3,-1.3*,5.0*
COc1ccc(Nc2nc(/N=C/c3ccc(C)cc3)n[nH]2)cc1,104.1,99.6,102.5,102.2,93.6,104.8,107.0,100.9
Cc1ccc2nc(-c3ccc(-c4n[nH]c(=S)n4-c4ccccc4)cc3)[nH]c2c1,91.3,105.2,110.8,nt,92.1,94.8,93.6,105.4
CCn1cc(C(=O)O)c(=O)c2cc(F)c(N3CCN(C(C)C(=O)Nc4ccc(C(C)=O)cc4)CC3)cc21 (centres undefined),106.6,99.9,92.3,102.8,103.0,98.6,100.5,99.9
COc1ccc(C(=O)COc2ccc(/C=C3\C(=O)Nc4cc(Cl)ccc43)cc2)cc1,90.5&83.3,87.9&89.7,88.3&65.2,74.5&91.0,90.9&90.4,96.6&97.0,65.7&69.7,86.0&93.2
O=C(CCn1cnc2c(cc(-c3ccccc3)n2-c2ccncc2)c1=O)Nc1ccc(Cl)cc1,125.9,99.9,94.5,98.1,101.8,103.2,100.5,nt

Some entries already given, limited to EKVX:
| SMILES | EKVX |
| --- | --- |
| Cc1ccc2nc(-c3ccc(-c4n[nH]c(=S)n4-c4ccccc4)cc3)[nH]c2c1 | 92.1 |
| CCn1cc(C(=O)O)c(=O)c2cc(F)c(N3CCN(C(C)C(=O)Nc4ccc(C(C)=O)cc4)CC3)cc21 (centres undefined) | 103.0 |

Remaining list, next part.
mol,HOP-62,M14,HOP-92,RPMI-8226,EKVX,A549/ATCC,MOLT-4,CCRF-CEM
O=[N+]([O-])c1ccc(-c2cc3c(Nc4ccc(Cl)c(C(F)(F)F)c4)ncnc3s2)cc1,20.8,19.4,-14.3*,nt,7.6*,10.1,9.2*,17.5
NCCc1ccn[nH]1,nt,104.1,105.2,111.9,114.1,110.0,89.5,106.7
CCn1cc(C(=O)N/N=C/c2cccc(F)c2)c(=O)c2cc(F)c(N3CCNC(C)C3)c(F)c21 (centres undefined),86.5,-7.1*,51.2,-42.2*,50.7,-66.6*,-26.0*,-47.0*
Cn1cc(C2=C(c3cccc4ccccc34)C(=O)N(O)C2=O)c2cc(Br)ccc21,100.3,103.0,98.9,96.5,84.1,109.7,102.5,99.0
CSc1nc(Nc2cccc(NC(=O)/C(C#N)=C/c3ccc(Cl)cc3)c2)c(C#N)c(-c2cccc([N+](=O)[O-])c2)n1,90.3,95.9,78.3,80.4,84.2,99.8,84.7,94.0
C#C[C@]1(O)CC[C@H]2[C@@H]3CC=C4c5sc(C6CCOCC6)nc5CC[C@]4(C)[C@H]3CC[C@@]21C,90.5,59.8,102.8,nt,84.2,73.2,38.3,52.3
C#CC[C@@H]1C[C@]2(C)[C@H]3CC=C4[C@H]5[C@@H](C)[C@H](C)CC[C@]5(C(=O)NCCCN5CCN(CCCN)CC5)CC[C@@]4(C)[C@]3(C)CC[C@H]2C(C)(C)[C@H]1OC(C)=O,58.9,-69.2*,-20.5*,-52.1*,-83.4*,-23.5*,-38.1*,-29.4*
COC(=O)C(CCc1ccccc1[N+](=O)[O-])C(=O)OC,112.1,96.6,96.1,96.9,nt,96.7,101.9,98.8
COC(C(=O)[C@@H](O)[C@@H](C)O)[C@@H]1Cc2cc3cc(O[C@H]4C[C@@H](O[C@H]5C[C@@H](O)[C@H](O)C(C)O5)[C@H](O)C(C)O4)c(C)c(O)c3c(O)c2C(=O)[C@H]1O[C@H]1C[C@@H](O[C@H]2C[C@@H](O[C@H]3C[C@@H](O)[C@H](OC)C(C)O3)[C@@H](O)C(C)O2)[C@H](O)C(C)O1 (some centres undefined),-6.9*,-17.9*,-2.2*,0.8*,12.3,3.2*,-6.8*,9.6*
CC(=O)Nc1ccc2ncc(C(N)=O)c(Nc3ccc(Cl)cc3)c2c1,97.5,110.8,nt,93.8,nt,93.2,77.0,62.6
C#C[C@]1(O)CC[C@H]2[C@@H]3CC=C4c5sc(Nc6cc(Cl)ccn6)nc5CC[C@]4(C)[C@H]3CC[C@@]21C,14.1,-51.8*,18.4,-22.9*,-1.8*,37.5,4.4*,9.3*
Cc1cccc(NC(=S)Nc2nnc3c4c5c(sc4ncn23)CCCC5)c1,91.0,101.4,80.4,91.5,68.9,98.2,89.6,84.2
COc1cc2c(cc1OCCCN1Cc3ccc(OCCCCC(=O)N4CCC(CCN5CCCC5)CC4)cc3C1)N=C(N)C21CCCC1,79.9,58.2,78.7,62.6,96.9,85.0,44.8,61.3
Cc1ccc2nc(C)c(C(=O)NCc3ccc(OCc4cn(Cc5ccccc5)nn4)cc3)n2c1,94.4,103.8,95.3,nt,99.9,95.7,nt,106.4
COc1cc(C)ccc1C(=O)c1ccc(C)cc1OC,27.7,12.4,nt,21.9,31.2,26.9,32.3,14.4
CC1CNC(=O)N1 (centres undefined),100.0,122.1,63.3,96.9,96.7,98.0,102.3,105.2
Cc1sc2nc(/C(C#N)=C(\O)c3ccc(F)cc3)[nH]c(=O)c2c1C,103.1,108.0,93.3,107.2,41.1,110.2,93.3,102.2
CCOC(=O)c1c2c(cn1Cc1ccc(OC)c(OC)c1)-c1oncc1CC2,nt,110.2,83.8,93.7,102.7,105.3,96.4,89.2
COc1ccc(Nc2nnc3n(Cc4ccccc4)c(=O)c4c5c(sc4n23)CCCC5)cc1,94.5,103.0,86.1,101.1,89.3,79.5,91.1,nt
C1CCN(c2nc(N3CCCCC3)nc(N3CCOCC3)n2)CC1,94.3,113.0,111.5,100.4,85.4,87.0,81.5,92.6
CN1C(=O)CNC(=O)[C@H](NC(=O)c2nc3ccccc3cc2O)CSSC[C@H]1C(=O)NCCc1nc2ccccc2cc1O,82.1,6.9*,128.3,nt,73.9,38.8,0.1*,23.5

Not a hit list; about 13% have a hit in one of these screens.
